MEKK3 PB1 HTS: raises or lowers MEK5 binding to the human MEKK3 PB1 domain | bead-based flow cytometry, Alexa488-MEK5 binding to MEKK3; actives lie on both sides; 0 = blocked by unlabeled MEK5, 100 = vehicle | 1.4% of 290,000 active | Q99759 | AID 1529 | binding response (% of control), % at 10 µM;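 active means binding response more than 3 SD above or below the average of its plate-row segment, actives on both sides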;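 further: Alexa488 bead fluorescence after subtracting the streptavidin-only scavenger bead signal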
Target sequence (Q99759 whole entry, looked up, the tested form may be a part): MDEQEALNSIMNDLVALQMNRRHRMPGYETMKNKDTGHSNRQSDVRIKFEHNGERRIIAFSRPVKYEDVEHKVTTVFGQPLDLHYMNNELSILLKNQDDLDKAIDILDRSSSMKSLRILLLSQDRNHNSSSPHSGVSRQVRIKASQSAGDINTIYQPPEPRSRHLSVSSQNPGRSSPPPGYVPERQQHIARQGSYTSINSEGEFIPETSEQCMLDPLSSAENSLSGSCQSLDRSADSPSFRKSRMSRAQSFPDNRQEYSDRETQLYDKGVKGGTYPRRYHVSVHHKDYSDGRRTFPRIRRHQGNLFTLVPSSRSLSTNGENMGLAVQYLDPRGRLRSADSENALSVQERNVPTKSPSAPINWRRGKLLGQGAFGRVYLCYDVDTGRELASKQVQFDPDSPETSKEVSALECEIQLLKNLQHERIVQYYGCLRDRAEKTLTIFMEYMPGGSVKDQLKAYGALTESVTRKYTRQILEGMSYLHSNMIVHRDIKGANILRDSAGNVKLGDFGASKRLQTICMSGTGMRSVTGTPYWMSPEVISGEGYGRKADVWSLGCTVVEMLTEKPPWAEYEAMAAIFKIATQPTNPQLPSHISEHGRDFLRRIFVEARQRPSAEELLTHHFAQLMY
IDE cell activ: IDE (human) activation, cell-based; P14735; HEK cells, FAbeta-B cleavage, fluorescence polarization; 0% vehicle, 100% cell-free pure enzyme wells; activation, % at 5.96 µM; 0.073% of 340,000 active;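 active means activation above the mean of all tested compounds plus 3 SD, set per screening campaign, cut at about 17% in these data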
PHOSPHO1 block: PHOSPHO1 (human) inhibition | Q8TCT1 | recombinant PHOSPHO1, absorbance phosphatase assay | inhibition, % at 13.3 µM | 1.1% of 290,000 active | AID 1565; in the data active means inhibition above about 60%
Target sequence (Q8TCT1 whole entry, looked up): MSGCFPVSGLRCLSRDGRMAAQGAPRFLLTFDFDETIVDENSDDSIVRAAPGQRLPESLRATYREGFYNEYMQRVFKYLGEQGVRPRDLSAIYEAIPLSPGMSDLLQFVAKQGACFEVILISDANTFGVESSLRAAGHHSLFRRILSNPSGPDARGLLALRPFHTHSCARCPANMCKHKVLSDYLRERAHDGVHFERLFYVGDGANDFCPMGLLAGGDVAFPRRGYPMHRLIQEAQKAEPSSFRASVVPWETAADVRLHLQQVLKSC
p-CIP stab down: compounds decreasing mouse p/CIP protein stability | AID 1984 | Q05BA5 | F442A p/CIP-EGFP cells, EGFP fluorescence, 16 h | decrease of EGFP signal, % at 10 µM | 0.01% of 290,000 active;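 active means EGFP signal decrease of at least 30% at 10 µM or well 3 SD below plate mean, unless failing retest; inactive means the rest, including hits failing retest or dose response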; further: some compounds called inactive have numbers as strong as hits; many of its hits are not listed in these tables
FID counter: fluorescent intercalator displacement, NS3 helicase counter-screen. inhibition, % at 7.9 µM. DNA fluorescent intercalator displacement, fluorescence. 0.17% of 290,000 active; in the data active means inhibition above about 37%;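 further: 0% = vehicle and 100% = reference compound; higher means more ethidium bromide displaced from hairpin DNA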
IMP-1 inh: inhibitors of Pseudomonas aeruginosa IMP-1 metallo-beta-lactamase; inhibition, % at 5.6 µM; 0.45% of 290,000 active; purified IMP-1, nitrocefin hydrolysis, epi-absorbance fluorescence;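 active means inhibition above the mean plus 3 SD of all compounds in the same screening run, cut at about 4.5% in these data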;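 further: 0% = IMP-1 with DMSO and 100% = DMSO wells lacking enzyme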
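System: purified IMP-1 / Input: IMP-1 dispensed at 0.2 nM / Medium: 50 mM HEPES pH 7.1, 50 µM ZnSO4, 0.05% Brij 35 / Timing: 15 min enzyme–compound preincubation, then 25 min nitrocefin reaction, 25 °C / Technique: plate fluorescence quenching by hydrolysis product, ex 480/em 530 nm / Repeats: singlicate testing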
VIM-2 inh: inhibitors of Pseudomonas aeruginosa VIM-2 metallo-beta-lactamase; purified VIM-2, nitrocefin hydrolysis, epi-absorbance fluorescence; inhibition, % at 5.6 µM; 0.89% of 290,000 active;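 active means inhibition above the mean of all tested compounds plus 3 SD, cutoff set per screening run, cut at about 7.5% in these data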;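 further: red hydrolysis product quenches plate fluorescence so inhibitors raise well fluorescence; 0% = enzyme with DMSO and 100% = DMSO without enzyme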
UBC9 SUMO inh: inhibitors of human SUMOylation (UBC9); P63279; HTRF SUMOylation assay, SAE1/SAE2 + UBC9, in vitro; inhibition, % at 35 µM; 0.36% of 290,000 active; AID 2006; in the data active means inhibition above about 50%, passing the limit was not always enough; further: strong numbers were not always called active
Target sequence (P63279 whole entry, looked up): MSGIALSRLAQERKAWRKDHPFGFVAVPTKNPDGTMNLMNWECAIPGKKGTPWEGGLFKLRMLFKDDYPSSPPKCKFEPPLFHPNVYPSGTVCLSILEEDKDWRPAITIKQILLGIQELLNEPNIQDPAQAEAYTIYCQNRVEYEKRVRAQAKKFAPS
HCV NS3 hel inh: blocks Hepatitis C virus NS3 helicase unwinding. NS3 helicase DNA unwinding, Cy5 molecular beacon fluorescence. inhibition, % at 10.9 µM. 0.56% of 290,000 active;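 active means inhibition above the mean of all tested compounds plus 3 SD, set per campaign, cut at about 35% in these data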;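 further: 0% = DMSO wells and 100% = thioflavine S control wells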
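Measured by: Cy5 fluorescence, 0 and 60 min reads / Assay system: NS3 helicase fragment of HCV / Control set: low DMSO, high thioflavine S at 110 µM / Times: 1 h reaction at 25 °C, ATP-initiated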
* = called active by the depositor; . = not tested or not shown. Only part of the results is shown; count on the stated rates, not on these rows.

Start of the data: the first nine compounds, ahead of the listing:
SMILES | MEKK3 PB1 HTS | IDE cell activ | PHOSPHO1 block | p-CIP stab down | FID counter | IMP-1 inh | VIM-2 inh | UBC9 SUMO inh | HCV NS3 hel inh
O=S(=O)(Nc1cccc(-c2cn3c(n2)SCC3)c1)c1ccccc1 | 102.0 | 1.3 | -11.5 | -3.3 | -12.5 | 0.4 | 2.5 | 11.6 | -0.9
CCCc1cc(=O)n2nc(N3CCC(C(=O)NCc4ccc(C)o4)CC3)sc2n1 | 99.0 | 2.1 | 20.7 | -2.0 | -28.9 | 0.4 | 0.5 | -1.1 | 9.8
O=C1C=C(NCc2ccco2)CCC1 | 100.0 | 1.1 | -7.4 | -10.8 | -17.2 | 0.4 | 2.3 | 14.8 | 11.6
COCCNC(=O)C(=O)NCCN1CCOCC1 | 95.0 | 2.5 | -4.4 | 2.5 | 0.5 | 0.0 | -1.3 | 28.2 | -0.2
CCn1nc(C(=O)OCc2cccc(S(=O)(=O)N(C)C)c2)c2ccccc2c1=O | 102.0 | -4.6 | 23.6 | -15.2 | -6.4 | -0.2 | -1.4 | 8.6 | 6.2
COc1ccccc1-n1c(SCC(=O)Nc2ccc(C)cc2)nc(O)cc1=O | 101.0 | -5.7 | 24.1 | -23.7 | -29.6 | -1.6 | -2.7 | 3.9 | -10.0
O=C(Nc1c2c(nn1-c1ccccc1)CS(=O)(=O)C2)c1ccccc1C(F)(F)F | 102.0 | -0.7 | 28.7 | 13.9 | -5.8 | -1.0 | -1.8 | 9.8 | 3.5
C=CCn1c(SCC(=O)NC2CCS(=O)(=O)C2)nc2scc(C3CC3)c2c1=O (configuration not stated) | 111.0 | 0.0 | -15.0 | -3.9 | -6.8 | -2.1 | -1.1 | -6.4 | -14.9
CSc1nnc(-c2cc3c(s2)-c2ccccc2CC3)o1 | 101.0 | 2.3 | -14.0 | 3.7 | -3.2 | -2.5 | -3.2 | 15.2 | 2.4

This part in full, from the start:
SMILES | MEKK3 PB1 HTS | IDE cell activ | PHOSPHO1 block | p-CIP stab down | FID counter | IMP-1 inh | VIM-2 inh | UBC9 SUMO inh | HCV NS3 hel inh
O=S(=O)(Nc1cccc(-c2cn3c(n2)SCC3)c1)c1ccccc1 | 102.0 | 1.3 | -11.5 | -3.3 | -12.5 | 0.4 | 2.5 | 11.6 | -0.9
CCCc1cc(=O)n2nc(N3CCC(C(=O)NCc4ccc(C)o4)CC3)sc2n1 | 99.0 | 2.1 | 20.7 | -2.0 | -28.9 | 0.4 | 0.5 | -1.1 | 9.8
O=C1C=C(NCc2ccco2)CCC1 | 100.0 | 1.1 | -7.4 | -10.8 | -17.2 | 0.4 | 2.3 | 14.8 | 11.6
COCCNC(=O)C(=O)NCCN1CCOCC1 | 95.0 | 2.5 | -4.4 | 2.5 | 0.5 | 0.0 | -1.3 | 28.2 | -0.2
CCn1nc(C(=O)OCc2cccc(S(=O)(=O)N(C)C)c2)c2ccccc2c1=O | 102.0 | -4.6 | 23.6 | -15.2 | -6.4 | -0.2 | -1.4 | 8.6 | 6.2
COc1ccccc1-n1c(SCC(=O)Nc2ccc(C)cc2)nc(O)cc1=O | 101.0 | -5.7 | 24.1 | -23.7 | -29.6 | -1.6 | -2.7 | 3.9 | -10.0
O=C(Nc1c2c(nn1-c1ccccc1)CS(=O)(=O)C2)c1ccccc1C(F)(F)F | 102.0 | -0.7 | 28.7 | 13.9 | -5.8 | -1.0 | -1.8 | 9.8 | 3.5
C=CCn1c(SCC(=O)NC2CCS(=O)(=O)C2)nc2scc(C3CC3)c2c1=O (configuration not stated) | 111.0 | 0.0 | -15.0 | -3.9 | -6.8 | -2.1 | -1.1 | -6.4 | -14.9
CSc1nnc(-c2cc3c(s2)-c2ccccc2CC3)o1 | 101.0 | 2.3 | -14.0 | 3.7 | -3.2 | -2.5 | -3.2 | 15.2 | 2.4
COc1ccc2c(c1)C(SCC(=O)NCCc1ccc(Cl)cc1)CC(C)(C)O2 (configuration not stated) | 101.0 | -1.6 | -8.6 | -6.8 | -31.9 | -0.3 | -2.6 | -26.5 | -10.7
CN(Cc1ccccc1Cl)C(=O)C1CCC(=O)N(C2CCCCCC2)C1 (configuration not stated) | 103.0 | 0.8 | 50.3 | 1.9 | -38.1 | -0.6 | 0.1 | 7.5 | 0.3
FC(F)(F)c1ccc(Cl)c(-n2c(Cc3cccs3)n[nH]c2=S)c1 | 97.0 | 0.5 | -32.7 | -13.8 | -28.8 | -1.4 | 2.9 | 10.2 | 8.9
Cc1[nH]c(=O)c(C#N)c(C)c1[N+](=O)[O-] | 105.0 | 1.0 | 3.4 | 3.3 | -2.7 | -3.2 | -1.6 | -2.0 | -0.9
COc1ccc(CNC(=O)Cn2cccc2C(=O)c2ccccc2)cc1 | 100.0 | -1.4 | 49.6 | -0.2 | -17.5 | -3.0 | -1.1 | 11.9 | -5.8
Cc1cccn2cc(-c3cccc(S(=O)(=O)N4CC(C)OC(C)C4)c3)nc12 (configuration not stated) | 107.0 | 3.7 | 26.1 | -13.1 | -34.5 | -2.1 | -0.6 | -2.7 | -6.9
CCOC(=O)c1c(C)sc(Sc2ccc(Cl)cc2[N+](=O)[O-])c1OC | 102.0 | 2.2 | -1.4 | -3.0 | 3.1 | -0.7 | -1.1 | -15.6 | 3.9
CCC1CCCCN1S(=O)(=O)c1ccc(NC(=O)C2CCN(C(=O)c3ccco3)CC2)cc1 (configuration not stated) | 102.0 | -8.3 | 41.6 | -2.9 | -40.8 | -2.8 | -0.4 | -5.6 | -17.8
COc1ccc(C(=O)NCC(=O)NCC(c2ccco2)N(C)C)cc1OC (configuration not stated) | 97.0 | 1.2 | 6.0 | 5.0 | 1.5 | 1.3 | -0.9 | 6.6 | 10.6
O=C(Nc1ccc(N2CCCC2)cc1)c1ccccc1F | 99.0 | 1.9 | 5.1 | -7.8 | -5.0 | -1.3 | -4.1 | 11.6 | -95.8
O=C(CSc1nnnn1-c1ccc(O)cc1)c1ccc(F)cc1 | 103.0 | . | 12.9 | -6.7 | -3.3 | -2.7 | -2.0 | 9.4 | -4.3
C=CCc1ccc(OCCCCNC2CCCC2)c(OC)c1 | 106.0 | 0.1 | 34.2 | -8.1 | 16.1 | -2.9 | -6.0 | -16.4 | 1.1
O=C(N[C@@H](Cc1ccccc1)C(=O)OCc1ccccc1)c1nc[nH]c1C(=O)N1CCN(c2ccccc2)CC1 | 101.0 | 7.0 | 26.5 | -10.3 | . | . | . | -43.2 | .
Cc1ccc(NC(=O)CSc2nc3ccccc3c(=O)n2CCCC(=O)NCCCN2CCOCC2)cc1 | 101.0 | 5.1 | -7.7 | -1.5 | 22.5 | -2.5 | -3.0 | -5.9 | -38.6
CN(CCc1nc2ccccc2[nH]1)Cc1nc(CC2CC2)no1 | 95.0 | 1.8 | 31.2 | -6.7 | -6.3 | -4.6 | 0.6 | 13.4 | 0.9
Cc1cc(NC(=O)c2ccc(Cl)cc2)ccc1NC(=O)c1ccccc1Cl | 108.0 | 0.8 | 29.1 | -16.2 | -3.9 | -2.1 | -0.2 | 20.5 | -7.5
O=C1C2C3C=CC(C3)C2C(=O)N1Nc1ccc([N+](=O)[O-])cc1[N+](=O)[O-] (configuration not stated) | 104.0 | -5.4 | 18.3 | 6.4 | 9.8 | -2.6 | -1.8 | -25.2 | -5.0
Cc1ccccc1/C=N/NC(=O)Cn1cnc([N+](=O)[O-])n1 | 100.0 | -3.4 | 18.2 | -9.7 | -0.1 | -1.4 | -4.3 | -2.4 | -6.0
CCC(CC)c1nnc(NC(=O)CN2C(=O)c3ccccc3C2=O)s1 | 97.0 | 0.8 | -145.8 | 5.4 | -16.8 | -3.7 | -2.0 | -1.6 | 2.0
CSc1ncccc1C(=O)OCC(=O)c1cccc(Br)c1 | 111.0 | 1.1 | 32.2 | 5.1 | -1.3 | -2.4 | -2.4 | -7.3 | -8.1
O=C1OC(c2ccco2)=N/C1=C\c1ccc(-c2cccc(C(F)(F)F)c2)o1 | 87.0 | -4.3 | -4.6 | -6.5 | -30.2 | -3.5 | 0.2 | 12.7 | 36.8*
COc1ccc(-c2cc(=O)oc3cc4occ(C)c4cc23)cc1 | 105.0 | -2.4 | 24.4 | -7.8 | -0.6 | -1.3 | 0.3 | 11.0 | -2.5
COc1ccc(S(=O)(=O)NCc2ccc3c(c2)OCO3)cc1C(=O)O | 92.0 | 1.6 | 43.8 | -6.9 | 3.1 | -0.6 | 2.5 | 8.5 | -1.5
CC(C)(C)OC(=O)NCCCC[C@H](NC(=O)c1nc[nH]c1C(=O)N1CCc2ccccc2C1)C(=O)OC(C)(C)C | 93.0 | 5.8 | 4.5 | 8.7 | . | . | . | -23.5 | .
CCc1ccccc1N=C1SCC(=O)N1C | 107.0 | -1.2 | 23.5 | -20.1 | 0.3 | 0.7 | 0.1 | 10.6 | -3.9
O=C(NCCc1nc2ccccc2[nH]1)c1ccc(Cl)c([N+](=O)[O-])c1 | 100.0 | -0.7 | -2.0 | -0.7 | 6.3 | -3.2 | -4.3 | 21.6 | -8.1
Nc1nc(C2CCCCC2)cs1 | 99.0 | 6.6 | 16.9 | -2.0 | -4.4 | -1.9 | -1.9 | -3.6 | -1.6
CC(C)c1ccc(NC(=O)c2cnn(-c3ccccc3)c2NC(=O)c2ccco2)cc1 | 91.0 | 1.1 | 8.8 | -7.9 | -14.5 | 1.1 | 1.3 | -3.5 | -4.2
COC(=O)c1cc2sc(Cl)cc2n1CC(=O)N1CCCc2ccccc21 | . | -5.6 | 31.5 | -13.8 | -3.3 | -2.2 | -4.0 | 7.8 | 3.3
CCOc1cc(/C=N/n2cnnc2)ccc1OS(=O)(=O)c1ccc(C)cc1 | 112.0 | 1.0 | 34.9 | -11.6 | -22.2 | -2.1 | -2.1 | 8.8 | -4.1
Cc1c(Cc2ccccc2)c(=O)oc2cc(OCC(=O)N3CCC(C(=O)O)CC3)ccc12 | 101.0 | 3.6 | 28.6 | 2.3 | -30.1 | -2.5 | -1.1 | 15.7 | 7.9
CN1CCN(C(=O)c2ccc(CSc3nc4ccncc4n3Cc3ccc(F)cc3)cc2)CC1 | 106.0 | 6.1 | -11.1 | 11.4 | 3.4 | -1.6 | -2.0 | -2.0 | -1.5
O=C(O)COCC(=O)N1CCN(c2cc(C(F)(F)F)nc3ccccc23)CC1 | 98.0 | 2.1 | . | 3.3 | -0.3 | -2.4 | 0.3 | -8.8 | 0.7
O=C(CCCN1C(=O)/C(=C/c2ccccc2Cl)SC1=S)NNC(=O)c1cccnc1 | 96.0 | 3.3 | 1.8 | -16.1 | -13.9 | -2.7 | -2.9 | -7.0 | 13.4
Cc1ccc(CNC(=O)C(=O)c2cn(CC(=O)N3CCOCC3)c3ccccc23)cc1 | 101.0 | -0.8 | -17.4 | 2.4 | -46.4 | -2.8 | 0.5 | -8.1 | -10.3
Cc1ccccc1N1CCN(C(=O)c2ccc(Oc3ccc(C(F)(F)F)cn3)cc2)CC1 | 107.0 | -8.0 | -29.8 | 1.2 | -28.6 | -0.4 | 1.4 | -14.0 | -0.4
